Screening data as filed in PubChem.
FLuc modulator: counter-screen for miR-21 project: firefly luciferase inhibitors or activators. P08659. purified FLuc, Km substrates, luminescence inhibition. Potency, µM (top dose mostly 57.5 µM), for the others: at the highest dose activity change, negative = inhibition, usual class: inhibitors. 360,000 tested, 6.9% active;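 note: plate controls were vehicle for no effect and reference inhibitor for full effect; nearly all actives have a fitted effect of over 55% in size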
Target sequence (P08659 whole entry, looked up): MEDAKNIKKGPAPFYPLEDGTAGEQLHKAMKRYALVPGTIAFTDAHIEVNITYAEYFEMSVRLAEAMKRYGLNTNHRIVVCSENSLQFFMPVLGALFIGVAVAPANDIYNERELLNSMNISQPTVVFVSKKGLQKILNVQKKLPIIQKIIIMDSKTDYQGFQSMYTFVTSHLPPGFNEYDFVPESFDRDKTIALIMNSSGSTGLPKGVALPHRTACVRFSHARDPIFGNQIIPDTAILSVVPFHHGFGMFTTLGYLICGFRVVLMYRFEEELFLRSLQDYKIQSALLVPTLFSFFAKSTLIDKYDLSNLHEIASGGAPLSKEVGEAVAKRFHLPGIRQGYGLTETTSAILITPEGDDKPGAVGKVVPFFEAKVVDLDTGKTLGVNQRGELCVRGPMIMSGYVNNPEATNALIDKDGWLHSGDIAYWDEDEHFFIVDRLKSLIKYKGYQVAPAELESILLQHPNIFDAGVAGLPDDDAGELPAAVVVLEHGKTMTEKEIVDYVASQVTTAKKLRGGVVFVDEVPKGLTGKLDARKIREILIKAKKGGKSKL
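Purified P. pyralis luciferase, 10 nM final, with Km-level 10 uM D-luciferin and 10 uM ATP in 50 mM Tris acetate pH 7.5, 10 mM Mg acetate, 0.01% Tween-20, 0.05% BSA; 6-point qHTS titration about 60 µM downward; luminescence read.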
BRCA1 expr act: activators of BRCA1 expression; 380,000 tested, 1.1% active; Potency, µM (doses to about 46.1 µM), without a hit: top-dose activation, actives largely listed as activators; AID 624202; MCF7-BRCA1-FFLuc reporter, luminescence, 48 h; response scale: scaled: vehicle 0%, 10 µM genistein 100%; note: nearly all actives have a fitted effect of over 80% in size; some results filed as inactive show a strong effect at the top dose
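First, MCF7-BRCA1-FFLuc cells (2000/well) attach for 2 h; next, compounds are pin-added and incubated 48 h at 37 °C; finally, luciferase reagent is added and luminescence read after 15 min.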
The depositor's hits bear a star; ? = inconclusive; & = joins results of further samples. Calls come from the whole dose curve; as a rule, active = well fitted curve in the direction sought with a large enough effect; inconclusive = small, poorly fitted or top-dose-only effect, or another doubt; inactive = no such curve, though single readings can be large; an effect the other way counts as inactive or inconclusive. Potency is the fitted concentration of half-maximal effect. These rows are one share of the data. The share of hits here may be higher or lower than overall.

Results follow in this order: BRCA1 expr act, FLuc modulator
> CCC(C)NC(=O)c1ccc2c(c1)N(Cc1ccccc1F)C(=O)c1ccccc1S2=O (stereo not drawn)
 : 2%, -1%
> CC(C)(CC(=O)NCc1ccc(Cl)cc1Cl)CC1=NS(=O)(=O)c2ccccc2N1
 : -63%, -5%
> CCOCCc1nn2c(=O)cc(COC(=O)CNC(=O)c3ccc(F)cc3)nc2s1
 : 1%, -2%
> CCCCN(CCCC)S(=O)(=O)c1ccc(C(=O)Nc2sc3c(c2C(N)=O)CCN(CC)C3)cc1
 : -27%, 5%
> CC1=C(C(=O)NCc2cccc(F)c2)C2(CCCCC2)OC1=O
 : 10%, -7%
> COc1cccc(-c2cc(C(F)(F)F)nc(NCc3ccc(F)cc3)n2)c1
 : -7%, -3%
> CCCN(C(=O)Cc1c(C(=O)O)[nH]c2ccc(Cl)cc12)c1ccc(OCC)cc1
 : -2%, ?
> CC1=C(C(=O)Nc2ccccc2)C(c2cccs2)n2nc(SCc3ccccc3F)nc2N1 (stereo not drawn)
 : 2%, -5%
> COc1ccc(OCC(=O)OCc2cc(=O)n3nc(-c4cccs4)sc3n2)cc1
 : 0%, -1%
> CCOC(=O)CNC(=O)c1cc2c(=O)oc3ccccc3c2s1
 : -6%, 2%

Following part.
Results follow in this order: BRCA1 expr act, FLuc modulator
> CCc1ccc(NC(=O)CSc2nc(=O)n(Cc3ccncc3)c3c2CCC3)cc1
 : 0%, 0%
> CNc1ccc(-c2nc(-c3ccncc3)no2)cc1[N+](=O)[O-]
 : 5%, -3%
> CCn1cc(/C=C(\NC(=O)c2ccc(C)cc2)C(=O)NCCCn2ccnc2)c2ccccc21
 : 3%, -6%
> CSc1ccc(CCNC(=O)CCc2c(C)nc3ncnn3c2C)cc1
 : 4%, 2%
> CCCNC(=O)c1ccc(Cn2c(SCC(=O)NC(C)C)nc3ccccc3c2=O)cc1
 : 16%, 4%
> Cc1ccc(NC(=O)Cn2c(=O)oc3cc(S(=O)(=O)N4CCCCC4)ccc32)c(C)c1
 : 0%, -3%
> CCOC(=O)c1ccc(N2C(=O)c3[nH]nc(-c4ccc(OC)cc4)c3C2c2cccc(O)c2)cc1 (stereo not drawn)
 : -74%, 5%
> Cc1c(Cl)ccc2sc(N3CCN(C(=O)CS(=O)(=O)c4ccccc4)CC3)nc12
 : 0%, ?
> Cc1cc(Nc2cccc(Cl)c2)nc2ccc(NC(=O)c3cccnc3)cc12
 : -81%, 4%
> COc1ccc(C(CC(=O)Nc2ccc(C)cn2)N2Cc3ccccc3C2=O)cc1OC (stereo not drawn)
 : 1%, -2%

Other results follow.
Results follow in this order: BRCA1 expr act, FLuc modulator
> CCc1nn(CC(=O)NCc2ccc(C)cc2)c(=O)c2cc3occc3n12
 : -8%, -6%
> Cc1ccc(Cl)cc1N1CCN(C(=O)c2cc(S(=O)(=O)N3CCCCCC3)cn2C)CC1
 : -61%, 1%
> COc1ccc(-c2nc3ccccc3s2)cc1NC(=O)COc1ccccc1C
 : 0%, 0%
> CCCCn1c(CNC(=O)c2ccc(OC)cc2)nnc1SCC(=O)Nc1ccccc1
 : 0%, -7%
> Cc1ccc(Cn2c(=O)c3cccnc3n(Cc3ccc(F)cc3)c2=O)cc1
 : -6%, -4%
> COc1ccccc1N(C)C(=O)Cn1c(=O)oc2cc(S(=O)(=O)N3CCCC3)ccc21
 : 11%, -1%
> O=C(CC1NCCNC1=O)Nc1cccc(F)c1 (stereo not drawn)
 : 1%, 1%
> COc1cc(OC)c(NC(=O)c2c(C)nn(-c3ccc(C)cc3)c2-n2cccc2)cc1Cl
 : 13%, -2%
> Cc1cccc(NC(=O)Cn2c(=O)oc3cc(S(=O)(=O)NCc4ccccc4)ccc32)c1
 : 0%, -4%
> COc1ccc(CCNC(=O)C(=O)Nc2ccc(C)cc2)cc1OC
 : -59%, -8%

(cont.)
Results follow in this order: BRCA1 expr act, FLuc modulator
> COCCCn1c(=N)c(C(=O)NCc2ccco2)cc2c(=O)n3cccc(C)c3nc21
 : -5%, -7%
> CCOc1ccc(-c2nc(C(N)=O)c3c(n2)n(-c2ccc4c(c2)OCO4)c(=O)n3CC)cc1
 : -17%, 1%
> COc1cc(C(=O)NCCCc2nc3ccccc3n2CC(C)C)cc(OC)c1OC
 : -1%, -2%
> COc1cccc(CNC(=O)c2ccc(NC(=O)N3CCCCc4ccccc43)cc2)c1OC
 : -12%, 1%
> Cc1ccc(NC(=O)c2oc3ccc4c(c3c2C)C(=O)CC(C)(C)O4)c(C)c1
 : ?, 4.3µM*
> COc1cccc(NC(=O)C2CC(=O)N(c3ccc(Br)cc3)C2)c1 (stereo not drawn)
 : -6%, -17%
> CCC(=O)N1CCc2cc(Br)cc(S(=O)(=O)N3CCCC(C(=O)NCc4cccc(OC)c4)C3)c21 (stereo not drawn)
 : -37%, -10%
> O=C(NCc1ccc2c(c1)OCO2)c1ccc2c(c1)N(Cc1c(F)cccc1Cl)C(=O)c1ccccc1S2
 : 3%, 3%
> COc1ccc2nc(NS(=O)(=O)c3ccc(C)cc3)c(Nc3cc(Cl)ccc3OC)nc2c1
 : -9%, ?
> CCc1ccc(-n2c(=O)c3ccccc3n(CC(=O)NCCc3ccc(OC)c(OC)c3)c2=O)cc1
 : 6%, -8%

(cont.)
Results follow in this order: BRCA1 expr act, FLuc modulator
> Cc1ccc(NC(=O)C2CCC(CNS(=O)(=O)c3ccc4c(c3)CCCC(=O)N4)CC2)c(C)c1 (stereo not drawn)
 : -22%, -5%
> Cc1c(NC(=O)c2ccc(-c3cccc([N+](=O)[O-])c3)o2)cccc1-c1nc2cc(Cl)ccc2o1
 : -22%, ?
> Cc1ccc(S(=O)(=O)n2nc(C)c(S(=O)(=O)N3CCCCCC3)c2C)cc1C
 : 11%, -14%
> CCC(C)n1c(=N)c(C(=O)NCc2ccco2)cc2c(=O)n3cc(C)ccc3nc21 (stereo not drawn)
 : 0%, 3%
> COc1ccccc1-c1ccnc2[nH]n(-c3ccccc3)c(=O)c12
 : 3%, ?
> COc1cc(C2CC(=O)Nc3cc4c(cc32)OCCO4)cc(OC)c1O (stereo not drawn)
 : -41%, -11%
> O=[N+]([O-])c1cc(-c2nc(-c3ccccn3)no2)ccc1NCc1ccccc1
 : -1%, -18%
> COc1ccc(N(CC(=O)NCCc2ccc(C)cc2)S(=O)(=O)c2c(C)nn(C)c2C)cc1
 : -2%, -8%
> COc1cc(OC)cc(-c2nc3nc(C)c(CCC(=O)Nc4ccc(C)cc4)c(C)n3n2)c1
 : -3%, 1%
> CCCn1ccc2c(OCC(=O)NCc3ccc(F)cc3)cccc2c1=O
 : -3%, 5%

The listing continues:
Results follow in this order: BRCA1 expr act, FLuc modulator
> COc1cccc(CNC(=O)CCc2c(C)nn(-c3ccc(N4CCOCC4)nn3)c2C)c1
 : 7%, 4%
> Cc1ccc(CNC(=O)CCc2c(C)nc3nc(C)nn3c2C)cc1
 : 6%, -6%
> C#CC(C)(CC)NC(=O)Cn1nnc(-c2ccc(OCc3ccccc3Cl)cc2)n1 (stereo not drawn)
 : 11%, -18%
> CC(=O)c1cccc(-n2c(=O)c3c4c(sc3n(Cc3cccc(C)c3)c2=O)CN(C(C)=O)CC4)c1
 : 2%, -2%
> COc1ccc(-c2noc(-c3ccc(NC4CCCC4)c([N+](=O)[O-])c3)n2)cc1OC
 : -8%, 13µM*
> Cc1ccc(NC(=O)CCS(=O)(=O)c2cc3c4c(c2)CCN4C(=O)CC3)c(C)c1
 : 0%, -2%
> CCOC(=O)c1ccc(NC(=O)c2csc3c2CCCCC3)cc1
 : 35%, ?
> COc1ccc(N(CC(=O)NCCc2cccc(C)c2)S(=O)(=O)c2c(C)nn(C)c2C)cc1
 : -24%, 4%
> CCOC(=O)Cn1c(=O)n(-c2ccccc2OC)c2nc(-c3cccc(F)c3)nc(C(N)=O)c21
 : -41%, -8%
> CCc1ccc(NC(=O)c2cc(S(=O)(=O)N3CCCCC3)c[nH]2)cc1
 : -5%, ?

A second format for part of the listing above.
smiles | BRCA1 expr act | FLuc modulator
CCOC(=O)c1ccc(NC(=O)c2csc3c2CCCCC3)cc1 | 35% | ?
CC(=O)c1cccc(-n2c(=O)c3c4c(sc3n(Cc3cccc(C)c3)c2=O)CN(C(C)=O)CC4)c1 | 2% | -2%
COc1ccc(-c2noc(-c3ccc(NC4CCCC4)c([N+](=O)[O-])c3)n2)cc1OC | -8% | 13µM*
Cc1ccc(NC(=O)CCS(=O)(=O)c2cc3c4c(c2)CCN4C(=O)CC3)c(C)c1 | 0% | -2%
Cc1ccc(CNC(=O)CCc2c(C)nc3nc(C)nn3c2C)cc1 | 6% | -6%

(continued)
Results follow in this order: BRCA1 expr act, FLuc modulator
> COc1ccc(OC)c(NS(=O)(=O)c2ccc(-n3cccn3)cc2)c1
 : -56%&-24%, 1%
> COc1ccc(CCNC(=O)Cn2nnc(-c3ccc(C(F)(F)F)cc3)n2)cc1OC
 : 4%, -1%
> Cc1c(-c2ccccc2)n(-c2ccccc2O)c2nc3c(c(=O)n(C)c(=O)n3C)n12
 : -11%, -19%
> COc1ccc2c(c1)c(=O)c(S(=O)(=O)c1ccc(F)cc1)cn2CC(=O)Nc1ccc(C)cc1C
 : -1%, -3%
> Cc1nn(-c2ccccc2)c(OC(=O)c2ccc(Cl)cc2)c1S(=O)(=O)c1ccccc1
 : -1%, ?
> Cc1cccc(C(=O)NCC(=O)OCc2cc(=O)n3nc(CC(C)C)sc3n2)c1
 : 3%, -3%
> CCOc1ccc2nc(NC(=O)c3nc(SCc4ccccc4C)ncc3Cl)sc2c1
 : 53%, -12%
> CC(=O)N1CCc2cc(S(=O)(=O)CCC(=O)Nc3ccc(C)cc3Br)ccc21
 : 0%, 5%
> CCc1ccc(C2c3c(-c4ccccc4)n[nH]c3C(=O)N2c2ccc(C(=O)O)cc2)cc1 (stereo not drawn)
 : 9%, ?
> Cc1nc(-c2ccc(S(=O)(=O)N3CCN(c4cccc(Cl)c4)CC3)cc2)co1
 : -11%, -2%

Following part
Results follow in this order: BRCA1 expr act, FLuc modulator
> O=c1cc(CN2CCN(S(=O)(=O)c3ccc(Cl)cc3)CC2)nc2sc(-c3ccccc3F)nn12
 : 0%, -6%
> Cc1ccc(-n2c3nc(=O)n(C)c(=O)c-3cc3c(Cl)cccc32)c(C)c1
 : -1%, 0%
> COc1cc(Cl)c(C)cc1NC(=O)c1cc2c(=O)oc3ccccc3c2s1
 : 0%, -4%
> CCCCc1nc2ccccc2n1CC(=O)N(COCC)c1c(C)cccc1CC
 : -16%, 4%
> COc1ccc2c(c1)c(N1CCCC1=O)c(C(=O)Nc1cc(C)c(Cl)cc1OC)n2C
 : -7%, ?
> COc1ccccc1-c1noc(-c2ccc(NC(C)C)c([N+](=O)[O-])c2)n1
 : -18%, ?
> COc1ccc(NC(=O)CCc2c(C)nc3c(c2C)c(=O)n(C)c(=O)n3C)c(OC)c1
 : 1%, 5%
> CCC(C(=O)N1CCN(c2ccc(OC)cc2)CC1)n1nc(C)n2c(cc3occc32)c1=O (stereo not drawn)
 : -35%, -9%
> Cc1ccc(NC(=O)c2cccc(N3CCCS3(=O)=O)c2)cc1
 : 51%, ?
> CCOc1ccccc1NC(=O)c1ccc2c(Cl)c3c(nc2c1)CCC3
 : 93%, 0.85µM*

Remaining list, next part
Results follow in this order: BRCA1 expr act, FLuc modulator
> COc1ccc(OC)c(CCNc2ncnc3onc(-c4ccc(Cl)cc4)c23)c1
 : 4%, 4%
> Cc1ccc(NC(=O)Cn2cc(S(=O)(=O)c3ccccc3)c(=O)c3cc4c(cc32)OCO4)cc1
 : -25%, -6%
> CC(=O)c1ccc(NC(=O)c2nc(-c3ccccc3)n(-c3ccc(Cl)cc3)n2)cc1
 : 0%, ?
> Cc1cccc(C(=O)Nc2ccc(OCc3cc(=O)n4c5c(sc4n3)CCCC5)cc2)c1
 : 22%, -3%
> COc1ccccc1Nc1c2c(nc3ccc(NC(=O)c4ccc(OC)c(OC)c4)cc13)CCCC2
 : -75%, -2%
> COC(=O)c1ccccc1NC(=O)Cn1c(=O)n(Cc2ccc(C(=O)NCc3ccc4c(c3)OCO4)cc2)c(=O)c2ccccc21
 : -5%, -1%
> CCC(=O)N1CCc2cc(S(=O)(=O)CCC(=O)N3CCN(c4cccc(C)c4C)CC3)ccc21
 : 5%, -2%
> CCN(C(=O)CSc1nc2ccccc2n1Cc1cc(C)ccc1C)c1ccccc1
 : 4%, -7%
> CSc1ccc(CCNC(=O)c2cc3c(-c4ccccc4F)nn(C)c3s2)cc1
 : -42%, -13%
> CCN(CC)c1cc(C)c2cc(NC(=O)/C=C/c3ccc(C)cc3)ccc2n1
 : -29%, -13%

The list continues:
Results follow in this order: BRCA1 expr act, FLuc modulator
> Cc1ccc2oc(=O)c3cc(C(=O)Nc4ccc(C)c(F)c4)sc3c2c1
 : 0%, 0%
> COc1ccc(-n2c(-c3ccco3)nc3c(cnn3-c3ccc(Cl)cc3)c2=O)cc1
 : -26%, -6%
> CCc1ccc(-n2c(=O)c3sc4ccccc4c3n(CC(=O)NC3CCCC3)c2=O)cc1
 : 12%, -2%
> Cc1cc(OCCCn2c(CCNC(=O)C3CCCCC3)nc3ccccc32)ccc1Cl
 : -3%, ?
> O=C(Nc1ccc(Br)cc1)C1CCN(S(=O)(=O)c2cccc3nsnc23)CC1
 : 15%, 2%
> CC(C)Oc1ccc(CNC(=O)C2CCN(c3nc4ccccc4nc3C(F)(F)F)CC2)cc1
 : -37%, -1%
> COCCn1c(SCC(=O)c2c[nH]c3ccccc23)nc2cc(C(=O)NCC(C)C)ccc2c1=O
 : -3%, -3%
